ALDH1A1 inh = qHTS Assay for Inhibitors of Aldehyde Dehydrogenase 1 (ALDH1A1). Aldehyde dehydrogenase 1A1 (Homo sapiens), P00352. Purified ALDH1A1, NADH fluorescence, propionaldehyde substrate. Potency, µM (titrated, usually from 75.3 µM), for inactives: top-dose activity, negative = inhibition, most hits filed as inhibitors. hit rate 7.3% among 220,000. AID 1030, 2008; active = well fitted inhibition curve with a large enough effect, not every such curve was filed as active; inconclusive = small, poorly fitted or top-dose-only effect, or another doubt; inactive = no such curve, though single readings can be large or run the other way;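 note: plate controls were no enzyme wells and a reference inhibitor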
Target sequence (P00352 whole entry, looked up): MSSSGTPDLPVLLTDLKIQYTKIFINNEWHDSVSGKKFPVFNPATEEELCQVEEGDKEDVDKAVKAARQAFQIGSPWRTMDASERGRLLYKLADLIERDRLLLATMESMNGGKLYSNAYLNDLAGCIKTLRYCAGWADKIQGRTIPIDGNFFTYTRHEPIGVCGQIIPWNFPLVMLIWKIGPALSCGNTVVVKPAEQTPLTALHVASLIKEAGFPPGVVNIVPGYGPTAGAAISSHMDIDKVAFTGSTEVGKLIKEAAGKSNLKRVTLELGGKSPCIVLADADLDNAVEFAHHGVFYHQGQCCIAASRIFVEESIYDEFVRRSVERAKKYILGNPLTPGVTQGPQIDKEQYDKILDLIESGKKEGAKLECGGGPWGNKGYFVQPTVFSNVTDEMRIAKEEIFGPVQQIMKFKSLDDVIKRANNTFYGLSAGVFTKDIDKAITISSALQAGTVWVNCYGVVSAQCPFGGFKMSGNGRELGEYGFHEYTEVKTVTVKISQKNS
Tau fibril ThT = qHTS for Inhibitors of Tau Fibril Formation, Thioflavin T Binding. recombinant tau K18 P301L, heparin-induced fibrillization, ThT fluorescence. AID 1460, 2008. Potency, µM (titrated, usually from 57.4 µM), for the others: at the highest dose activity, negative = inhibition, actives largely listed as inhibitors. Microtubule-associated protein tau (Homo sapiens), P10636. hit rate 2.1% among 270,000; note: % is set by controls: 0 for no effect and ±100 for the full control effect; nearly all actives have a fitted effect of over 55% in size
Target sequence (P10636 561-689 P618L limits assumed): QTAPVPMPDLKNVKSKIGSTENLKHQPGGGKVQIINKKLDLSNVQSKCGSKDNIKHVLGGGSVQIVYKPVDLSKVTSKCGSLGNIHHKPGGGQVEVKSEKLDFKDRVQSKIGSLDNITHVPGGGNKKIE
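Aggregation was driven by heparin (20 uM final) acting on recombinant tau […] bearing P301L in 100 mM sodium acetate pH 7; fibrils were detected with Thioflavin T.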
KDM4E inh = qHTS Assay for Inhibitors of Human Jumonji Domain Containing 2E (JMJD2E); Lysine-specific demethylase 4E (Homo sapiens), B2RXH2; JMJD2E catalytic domain, FDH-coupled NADH fluorescence (FDH is formaldehyde dehydrogenase); Potency, µM (top dose mostly 57.1 µM), without a hit: at the top dose activity change, negative = inhibition, usual class: inhibitors; hit rate 1.6% among 230,000; active = well fitted inhibition curve with a large enough effect, not every such curve was filed as active; inconclusive = small, poorly fitted or top-dose-only effect, or another doubt; inactive = no such curve, though single readings can be large or run the other way;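 note: 0% = wells with enzyme and -100% = buffer wells without enzyme; nearly all actives have a fitted effect of over 50% in size; many of its hits are not listed in these tables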
Target sequence (B2RXH2 1-337 limits assumed): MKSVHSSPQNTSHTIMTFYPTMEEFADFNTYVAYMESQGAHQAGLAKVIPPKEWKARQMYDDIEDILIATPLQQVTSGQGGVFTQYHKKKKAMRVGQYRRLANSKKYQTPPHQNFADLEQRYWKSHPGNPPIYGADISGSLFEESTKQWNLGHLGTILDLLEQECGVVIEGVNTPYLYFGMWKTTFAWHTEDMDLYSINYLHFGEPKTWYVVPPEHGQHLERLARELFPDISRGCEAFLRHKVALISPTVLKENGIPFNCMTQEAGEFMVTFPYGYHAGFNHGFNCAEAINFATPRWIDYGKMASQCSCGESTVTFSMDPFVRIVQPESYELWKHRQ
Tau FP inhib = qHTS for Inhibitors of Tau Fibril Formation, Fluorescence Polarization | Microtubule-associated protein tau (Homo sapiens), P10636 | K18 P301L tau heparin fibrillization, Alexa594 FP, 6 h | Potency, µM (doses to about 57.7 µM), for inactives: top-dose activity, negative = inhibition, usual class: inhibitors | hit rate 0.39% among 280,000 | AID 1468, 2008; note: % is set by controls: 0 for no effect and ±100 for the full control effect; nearly all actives have a fitted effect of over 55% in size
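K18 P301L tau (15 uM unlabeled/0.24 uM Alexa 594-labeled, final) + compound + heparin 20 uM final; 100 mM NaOAc pH 7; 6 hr 37 C; ThT 30 uM final added, 1 hr RT; FP ex 555/em 632 nm.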
HTT aggregate = qHTS Multiplex Assay to Identify Dual Action Probes in a Cell Model of Huntington: Aggregate Formation (GFP) | PC12 HttQ103-GFP aggregates, Acumen cytometry, 40 h | Potency, µM (doses to about 46.1 µM), for inactives: at the highest dose activity change, negative = inhibition, actives largely listed as inhibitors | hit rate 1.1% among 220,000 | AID 1688, 2009; note: % is set by controls: 0 for no effect and ±100 for the full control effect; nearly all actives have a fitted effect of over 60% in size
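PC12/HTTQ103-GFP, ecdysone-inducible; teb 100 nM; cpd qHTS titration; GFP aggregates read on laser cytometer, Ex 488/Em 500-530 nm.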
HTT ATP protect = qHTS Multiplex Assay to Identify Dual Action Probes in a Cell Model of Huntington: Cytoprotection (ATP). AID 1471, 2008. hit rate 0.14% among 230,000. PC12 HTT-Q103 induced, cytoprotection, ATP luminescence, 40 h. Potency, µM (top dose mostly 56.4 µM), for inactives: cytoprotection (ATP increase), hits mostly activators;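 note: % of control where 0% means no effect; nearly all actives have a fitted effect of over 45% in size; toxic huntingtin expression switched on by the ecdysone agonist tebufenozide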
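PC12 cells with ecdysone-inducible HTT exon 1 Q103-GFP, induced with 100 nM tebufenozide and co-treated with library compounds in a dose series (1536-well, 1500 cells/well). Cytoprotection read as ATP content by ATPlite luminescence.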
SMN2 splice enh = qHTS Assay for Enhancers of SMN2 Splice Variant Expression | AID 1458, 2008 | Potency, µM (titrated, usually from 46.1 µM), for inactives: at the highest dose activity change, positive = activation, most hits filed as activators | hit rate 2.8% among 210,000 | HEK293 SMN2-luciferase splicing reporter, luminescence, 30-36 h; note: % of control where 0% means no effect; nearly all actives have a fitted effect of over 55% in size
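HEK293 cells carry an SMN2 […]–luciferase reporter in which exon 7 inclusion puts luciferase in frame. Cells were plated 10-12 h before compound addition, then incubated 30-36 h at 37C. ONE-Glo luminescence was read; sodium butyrate at 4.5 mM final served as control.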
Tau fluor counter = Counterscreen qHTS for Inhibitors of Tau Fibril Formation, Fluorescence Polarization; AID 1463, 2008; hit rate 0.93% among 280,000; tau K18 P301L (four-repeat tau fragment) Alexa594 fluorescence, heparin fibrillization; Potency, µM (highest dose often 57.7 µM), for inactives: top-dose activity change, negative = decrease; note: % is set by controls: 0 for no effect and ±100 for the full control effect; nearly all actives have a fitted effect of over 55% in size
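Human K18 P301L tau (15 uM unlabeled plus 0.24 uM Alexa 594-labeled, final) in 100 mM sodium acetate pH 7 was mixed with compound and 20 uM heparin and incubated 6 hr at 37 C.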
Numbers without * were called inactive; ? = inconclusive; . = no result given; & = joins results of further samples; [ ] = dose if it differs, or a comment. Unless noted, calls come from the whole dose curve; as a rule, active = well fitted curve in the direction sought with a large enough effect; inconclusive = small, poorly fitted or top-dose-only effect, or another doubt; inactive = no such curve, though single readings can be large; an effect the other way counts as inactive or inconclusive. Potency is the fitted concentration of half-maximal effect. An excerpt; the hit share may differ from the screen's.

SMILES	ALDH1A1 inh	Tau fibril ThT	KDM4E inh	Tau FP inhib	HTT aggregate	HTT ATP protect	SMN2 splice enh	Tau fluor counter
NC(=O)C1CCN(S(=O)(=O)c2cccc(S(=O)(=O)N3CCCCC3)c2)CC1	?	-3.5%	-0.5%	-0.7%	7.9%	0.9%	-1.9%	-1.7%
Cc1c(Cl)cccc1NS(=O)(=O)c1ccc(NS(=O)(=O)c2ccc3c(c2)OCCO3)cc1	.	?	.	?	.	.	7.3%	?
O=C(Nc1ccc(-c2nc3ccccc3o2)cc1)C1CCCO1 (stereo unspecified)	?	?	?	-7.7%	0.9%	-117.7%[inhibitor][0.074 µM]	7.94µM*	-13.5%
Cc1cccc(NC(=O)Cn2nc([N+](=O)[O-])c(Br)c2C)n1	7.1%	-9.1%	3.0%	10.0%	-5.7%	2.9%	5.7%	-8.9%
CCOCCn1c(CCCO)nc2ccccc21	?	0.2%	5.5%	4.1%	1.1%	11.7%[10 µM]	2.9%	1.1%
COc1ccc(S(=O)(=O)CCC(=O)NCCc2cccc(C)c2)cc1	?	1.6%	7.7%	7.1%	17.0%[1.84 µM]	29.5%	-21.4%	-3.8%
O=C(Nc1ccc(S(=O)(=O)Nc2nccs2)cc1)C1=NN(c2ccccc2)C(=O)CC1	-105.3%	?	?	7.2%	19.1%[9.22 µM]	22.7%[10 µM]	.	-24.1%
CC(=O)NS(=O)(=O)c1ccc(N)cc1	0.8%	-5.2%&-1.4%	2.9%	-6.1%&3.8%	2.3%&-8.8%	?	-45.4%[inhibitor]	-11.5%&-2.4%
Cc1ccc(-n2c(Cc3cccn3C)nnc2SCC(=O)Nc2ccc3c(c2)OCO3)cc1	?	-19.8%	4.2%	-2.2%	?	-18.2%	-7.8%	-25.1%
CCN(CC(=O)NCc1ccc(F)cc1)CC(=O)Nc1ccc(S(=O)(=O)N2CCCC2)cc1	11.2µM*	-1.3%	4.3%	0.7%	-13.4%	-10.4%	-3.8%	-15.3%
O=C(CSc1n[nH]c(-c2ccccc2)n1)c1ccc(O)c(O)c1	-2.1%	?	28.2µM*	2.4%	-11.5%	23.1%[10 µM]	?	-17.5%
Nc1[nH][nH]c(=O)c1N=Nc1ccc2c(c1)OCO2	1.9%	11.2µM*	3.7%	13.1%	-18.9%[9.22 µM]	-21.2%[10 µM]	.	-20.8%

Three of the entries above in order of their number in Tau fibril ThT, lowest first:
SMILES	Tau fibril ThT
Cc1ccc(-n2c(Cc3cccn3C)nnc2SCC(=O)Nc2ccc3c(c2)OCO3)cc1	-19.8%
Cc1cccc(NC(=O)Cn2nc([N+](=O)[O-])c(Br)c2C)n1	-9.1%
NC(=O)C1CCN(S(=O)(=O)c2cccc(S(=O)(=O)N3CCCCC3)c2)CC1	-3.5%

Additional records follow:
SMILES	ALDH1A1 inh	Tau fibril ThT	KDM4E inh	Tau FP inhib	HTT aggregate	HTT ATP protect	SMN2 splice enh	Tau fluor counter
CCn1c(-c2csc3c2CCCC3)n[nH]c1=S	?	-8.1%	-19.4%	-5.6%	1.0%	1.1%[10 µM]	-2.1%	-5.2%
O=C(NCCNC1CCN(Cc2ccccc2)CC1)c1cccs1	?	-7.6%	?	-1.6%	-3.1%	5.1%[10 µM]	3.9%	-8.3%
COc1ccccc1NC(=S)NC(C)=O	8.9%	2.3%	10.5%	-0.7%	15.6%	-10.7%	15.2%	2.0%
CC(C)=C1SC(N2CCN(c3ccc(C)c(Cl)c3)CC2)=NC1=O	.	?	6.3%	-5.0%	33.6%[9.22 µM]	36.3%[10 µM]	.	-8.9%
CCN(CC)S(=O)(=O)c1cccc(-c2cn3cc(C)ccc3n2)c1	-11.1%	-9.2%	?	-6.1%	-29.0%	-36.9%	-29.0%	-20.0%
CN1CCN(C(=O)N2CCNC2=O)CC1	11.1%	1.3%	0.0%	4.0%	0.1%	1.0%[10 µM]	10.9%	5.9%
O=C(COC(=O)C1CC(=O)N(Cc2ccccc2)C1)Nc1ccccc1F (stereo unspecified)	-10.3%	0.5%	-1.6%	-3.4%	9.0%	10.5%[10 µM]	-3.9%	-1.6%
Cc1nonc1OC(C)CNc1ccc([N+](=O)[O-])cc1 (stereo unspecified)	?	2.7%	3.9%	6.9%	?	-1.7%	-32.3%[inhibitor]	12.0%
Cc1c(Cl)cccc1N1C(=O)CC(N(O)c2ccccc2)C1=O (stereo unspecified)	-15.8%	-24.9%	-3.6%	-0.4%	16.2%	2.2%[0.074 µM]	23.2%	-13.2%
COc1cc2nc(SCc3cccc(Cl)c3)n3nc(CCn4nc(C)cc4C)nc3c2cc1OC	.	1.0%	.	4.4%	.	.	2.7%	-0.8%
O=C(CSc1ncc(S(=O)(=O)c2ccccc2)c(=O)[nH]1)Nc1ccccc1Cl	.	.	1.3%	3.3%	-19.7%[9.22 µM]	-3.1%[10 µM]	.	3.7%
Cc1ccccc1-n1nc(C)c2cc(C(=O)N3CCOCC3)sc21	7.6%	-2.2%	1.6%	6.4%	-17.4%	-3.9%[0.074 µM]	-4.7%	0.9%
CC(=O)Nc1nc(C)cs1	-0.5%	0.7%	5.0%	-1.7%	16.9%	5.4%[10 µM]	-6.7%	6.0%
CCc1ccc(NC(=S)NC(=O)CC(C)C)cc1	12.6%	-1.9%	3.1%	3.6%	-2.2%	9.2%[10 µM]	8.91µM*	-3.7%
COc1ccc(N2CCN(Cc3nc4ccccc4c(=O)[nH]3)CC2)cc1	-13.2%	-8.7%	-1.4%	1.9%	17.6%	-8.1%	16.7%	-5.1%
COc1ccc(NC(=O)Cn2cc(S(=O)(=O)N3CCC(C)CC3)c3ccccc3c2=O)cc1Cl	.	-5.7%	.	?	.	.	12.7%	?
CC(=O)CSc1cc(C)nc2c(-c3ccccc3)c(C)nn12	?	-7.3%	-5.0%	-3.4%	5.4%[9.22 µM]	2.3%[10 µM]	.	-8.1%
Cc1ccc(S(=O)(=O)C(C#N)c2nc3ccccc3nc2N2CCCC2)cc1 (stereo unspecified)	?	?	?	0.1%	4.2%	9.7%	-33.0%[inhibitor]	-24.6%
Cc1ccc(C(C(=O)NC(C)(C)C)N(Cc2cccnc2)C(=O)C(=O)NC2CCCCC2)o1 (stereo unspecified)	-11.0%	-13.3%	4.7%	4.7%	-12.7%	-32.5%[inhibitor]	21.1%	-4.5%
COc1ccc(NC(C)C(=O)N/N=C/c2ccccc2OCc2cccc(Br)c2)cc1 (stereo unspecified)	4.2%	?	-5.9%	12.2%	-31.7%	-0.5%[10 µM]	-2.7%	?
Cc1cccc(C(=O)NC(=S)N2CCN(C)CC2)c1	11.7%	-10.0%	-1.0%	-8.4%	-5.5%	-41.4%[inhibitor]	-22.8%	-7.6%
O=C(NCCOc1ccccc1)C(c1ccccc1)c1ccccc1	0.2%	-1.6%	-8.7%	-15.1%	-23.6%	-4.6%	-0.9%	-17.4%
O=C(NCc1ccncc1)Nc1ccccc1F	9.9%	-2.7%	-3.2%	2.9%	3.4%	-1.9%	1.8%	2.4%
Cc1cc(C)n(Cc2ccc(C(=O)NCc3ccco3)o2)n1	0.6%	-23.7%	-5.0%	-9.9%	-12.5%[9.22 µM]	0.2%	-1.2%	-8.5%
CN(CCCN1CCCCC1)C(=O)CCc1nnc(C2CCCCC2)o1	11.4%	-8.4%	2.2%	0.1%	8.4%[9.22 µM]	27.6%[10 µM]	.	-8.0%
O=C(Nc1c(O)c2ccccc2[nH]c1=O)c1ccco1	.	-16.5%	?	-8.6%	-35.9%[9.22 µM]	-3.6%[10 µM]	.	-21.8%
COCCn1c(C)cc(C(=O)CSc2nncn2-c2ccccc2)c1C	7.8%	4.1%	-2.5%	1.6%	-4.9%	-58.7%[inhibitor]	3.6%	0.9%
Cc1cc(C)n(-c2ccc(S(=O)(=O)N3CCCC3)cc2[N+](=O)[O-])n1	.	-9.9%	15.4%	-1.8%	20.9%[9.22 µM]	10.2%[10 µM]	.	-16.3%
CN(CC(=O)Nc1ccc(S(=O)(=O)N(C)C)cc1)Cc1ccc(C(F)(F)F)cc1	?	5.2%	-4.3%	7.3%	1.1%	.	-9.2%	-14.8%
C[n+]1cccc2ccc3c(c21)OC(N)=C(C#N)C3c1ccccc1 (stereo unspecified)	.	.	15.8µM*	-5.5%	?	-12.6%[10 µM]	.	-1.8%
Cc1ccc(C(c2nnnn2Cc2cccs2)N2CCN(C(=O)c3ccco3)CC2)cc1 (stereo unspecified)	4.47µM*	-7.5%	-1.2%	5.7%	25.6%	23.9%[10 µM]	11.0%	-1.3%
CCCSc1cc(=O)n(-c2ccc(F)cc2)nc1C(=O)OCC	6.9%	-7.5%	-2.9%	-5.7%	-1.9%	-31.5%[inhibitor]	.	-5.9%
COc1ccc(S(=O)(=O)N(CC(=O)Nc2cc(C)cc(C)c2)c2ccc(Cl)cc2)cc1	.	-10.2%	.	?	.	.	-17.2%	?
c1ccc(C(CN2CCOCC2)c2ccccc2)cc1	-6.4%	-3.6%	-7.6%	-6.1%	15.3%	-7.4%	-11.3%	-1.5%

As entered above.
Cc1cc(C)n(-c2ccc(S(=O)(=O)N3CCCC3)cc2[N+](=O)[O-])n1 | HTT ATP protect: 10.2%[10 µM]
CN(CCCN1CCCCC1)C(=O)CCc1nnc(C2CCCCC2)o1 | ALDH1A1 inh: 11.4%
CCCSc1cc(=O)n(-c2ccc(F)cc2)nc1C(=O)OCC | Tau fibril ThT: -7.5%
C[n+]1cccc2ccc3c(c21)OC(N)=C(C#N)C3c1ccccc1 (stereo unspecified) | Tau FP inhib: -5.5%
Cc1ccc(C(c2nnnn2Cc2cccs2)N2CCN(C(=O)c3ccco3)CC2)cc1 (stereo unspecified) | HTT aggregate: 25.6%

From PubChem BioAssay
